12-LOX inh = blocks human arachidonate 12S-lipoxygenase; AID 1671190; actives 1.1% (n = 580,000); Potency, µM (series often up to 108 µM), for inactives: top-dose activity change, negative = inhibition, usual class: inhibitors; purified 12hLO, xylenol orange hydroperoxide absorbance; P18054; active means well fitted inhibition curve with a large enough effect; inconclusive means small, poorly fitted or top-dose-only effect, or another doubt; inactive means no such curve, though single readings can be large or run the other way
Target sequence (P18054 whole entry, looked up): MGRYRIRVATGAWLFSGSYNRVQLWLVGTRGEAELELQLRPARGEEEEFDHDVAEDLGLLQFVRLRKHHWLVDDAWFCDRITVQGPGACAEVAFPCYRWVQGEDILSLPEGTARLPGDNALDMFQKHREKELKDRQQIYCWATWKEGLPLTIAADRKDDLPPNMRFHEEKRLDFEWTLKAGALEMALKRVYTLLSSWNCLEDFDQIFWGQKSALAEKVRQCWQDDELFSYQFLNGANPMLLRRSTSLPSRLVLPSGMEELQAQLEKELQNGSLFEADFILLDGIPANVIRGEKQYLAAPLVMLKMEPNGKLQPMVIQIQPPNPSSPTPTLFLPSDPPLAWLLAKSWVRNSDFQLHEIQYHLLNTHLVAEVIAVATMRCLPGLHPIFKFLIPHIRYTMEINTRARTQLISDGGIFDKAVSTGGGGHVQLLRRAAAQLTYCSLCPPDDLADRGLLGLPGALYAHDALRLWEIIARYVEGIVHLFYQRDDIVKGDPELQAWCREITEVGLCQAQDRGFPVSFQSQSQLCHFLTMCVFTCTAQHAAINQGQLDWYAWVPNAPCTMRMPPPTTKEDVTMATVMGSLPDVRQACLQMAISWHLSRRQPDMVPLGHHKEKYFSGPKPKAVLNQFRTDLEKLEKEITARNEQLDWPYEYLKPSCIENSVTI
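Purified human 12hLO at 150 nM in 25 mM Hepes, 0.01% Triton X-100, pH 7.0, preincubated 15 min at room temperature with compound. Reaction started with 40 uM arachidonic acid, 30 min at room temperature. Hydroperoxide measured by Fe-xylenol orange, 573/405 nm absorbance ratio.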
Active calls of the source: *; u = inconclusive; & = joins results of further samples; [ ] = remark or other dose. On the % scale 0 is the no-effect control and ±100 the full control effect; potency means the concentration at half of the fitted maximal effect. This is a subset; count on the stated rates, not on these rows.

structure,12-LOX inh
CCNC(=O)Cc1ccc(N(Cc2ccc(F)cc2)C(=O)c2ccco2)cc1,7.8%
Nc1cccc(-c2cc3ccccn3c2)c1,u
COc1ccc(CC(=O)N2CCC(N3CC4CC(C3)[C@H]3CCCC(=O)N3C4)CC2)cc1Cl (stereo not given in full),20.0%
O=C(NCc1ccccc1)c1ccc2c(c1)OCCN(C1CCC1)C2,-7.6%[176 µM]
O=C(CN1CCN(CCc2ccccc2)CC1)Nc1ccc2c(c1)CCC2,u
Cc1nc(CCNC(=O)C2CCCC2)no1,u
COc1cc(C(=O)NC(C)Cn2cccn2)cc(Cl)c1OC (stereo not given),52.4%[activator]
COc1ccc(-c2noc(-c3cccn3CC(=O)Nc3ccccc3F)n2)cc1F,u
COC(=O)c1c(C)[nH]c(C(=O)NCCc2ccc(Cl)cc2)c1C,-4.9%
O=C(CN1CCN(C(=O)c2cccnc2OCC(F)(F)F)CC1)Nc1ccccc1Cl,3.9%
CC1=C[C@@H](CNCc2ccco2)[C@H](C(C)C)C[C@H]1Cc1nnc(-c2ccccc2F)o1,0.4%[176 µM]
CC(=O)NCCNC[C@@H]1C=C(C)[C@H](Cc2nnc(-c3cncn3C)o2)C[C@H]1C(C)C,12.6%[176 µM]
CC1(C(=O)NCc2ccccc2)CN(S(C)(=O)=O)CC(=O)N1Cc1cccc(F)c1 (stereo not given),2.9%
COc1ccccc1OC(C)C(=O)Nc1ccc(OC)c2ncccc12 (stereo not given),47.4%[activator]
COc1ccc(C2=NOC(C(=O)Nc3cc(C)nn3-c3ccccc3)C2)cc1 (stereo not given),2.7%
Cc1nnc(-c2cc(-c3ccccc3Oc3ccccc3)ccn2)n1CCN1CCOCC1,40.6%[activator]
C=CCN(CC(=O)OC)Cc1cccs1,23.8%
Cc1cnc2c(S(=O)(=O)N(CC(C)C)C3CC3)cccc2c1,13.4%
CCC(CC)NC(=O)C1(CCO)CC12CCOCC2 (stereo not given),40.3%[activator]
Cc1ccc(C)c(NC(=O)CN2CCC(C(=O)N3CCCC3)CC2)c1,-3.8%
O=C1COCCN1C1CCN(Cc2ccc(C(F)(F)F)cc2)CC1,16.0%&5.9%[6.33 µM]
Cc1cc(Cl)nc2c(C)c(Cl)ccc12,22.6%
CN(CCO)C(=O)c1cn(C2CCN(Cc3cccc4ccccc34)CC2)nn1,-3.1%
COc1ccc(CCNC(=O)CCSc2nc(Cl)nc3nc[nH]c23)cc1OC,-29.4%
Cc1ncsc1CN1CCCCCCNC(=O)[C@@H]2C[C@@H](C(=O)N3CCc4ccccc4C3)C[C@@H]21,42.7%[activator]
COC(=O)Cc1nnn2c1[C@H](C)[C@H](c1ccccc1Br)OCC2,-1.0%
COc1ccc(-c2cc(C[C@@H]3CC[C@H](O)[C@@H](CN(C)C)O3)no2)cc1,-5.3%[176 µM]
CCOc1cc2c(cc1CNC(=O)c1ccc(Cl)c(S(N)(=O)=O)c1)OC(C)C2 (stereo not given),17.0%
CS(=O)(=O)N1CCCc2cc(C(=O)CSc3ccc(F)c(F)c3)ccc21,u
COc1ccc(C(=O)Nc2cccc(-c3nnc4n3CCCC4)c2)c(C)c1,15.4%
O=C(NC1CCCC1)c1cccc2c1CCN2S(=O)(=O)c1ccccc1F,17.5%
CCc1ccc(C(=O)N2CCc3[nH]nc(C(=O)NC4CCN(C)CC4)c3C2)cc1,11.1%
O=C(O)c1c(F)c(F)c(F)c(F)c1-c1ccccc1,-20.8%
O=C(NCCc1ccccc1)c1ccccc1NC(=O)C1CC1,-25.6%
CC(=O)N1CCCN(c2ncc(S(C)(=O)=O)c(C3CCCNC3)n2)CC1 (stereo not given),u
O=C(Cc1csc(-c2ccccc2)n1)N[C@H](c1ccccn1)C1CC(O)C1 (stereo not given in full),u
CC(C)C1=NOC2(CCN(Cc3ccc(Cl)cc3)CC2)C1,5.4%[6.33 µM]
Cc1cccc(OCC(O)Cn2nnc(-c3cccnc3)n2)c1 (stereo not given),34.9%[activator]
COc1ccc(-c2noc(-c3cc(C4CC4)[nH]n3)n2)cc1OC,7.5%
CCc1ncc(CN2CCCC23CCN(c2ccc(C(F)(F)F)cn2)CC3)cn1,3.5%
CN1CCN(C(=O)CN(Cc2ccc(Cl)cc2Cl)S(=O)(=O)c2ccccc2)CC1,7.5%
O=C(NC[C@H]1OC[C@@H](NC2CCCC2)[C@@H]1O)c1ccncc1,-22.6%[176 µM]
COc1ccc(S(=O)(=O)N2CCc3ccccc32)cc1C(=O)N1CCN(c2ncccn2)CC1,39.8µM*
O=C(CCN1C(=O)C2C3CC(C(Br)C3Br)C2C1=O)OCC(=O)c1ccc([N+](=O)[O-])cc1 (stereo not given),5.2%
COc1cc(Cl)ccc1C(=O)N1CCN(c2cc(C(F)(F)F)nc(C)n2)CC1,24.4%
CCOC(=O)c1cc(S(=O)(=O)Nc2ccc(CC)cc2)[nH]n1,u
COCC(=O)Nc1nc2c(s1)C[C@@H]1[C@](C)(CO)[C@H](O)CC[C@@]1(C)[C@@H]2CC(=O)NCCN1CCOCC1,74.8%[activator]
COc1ccccc1C(=O)N1CCC2(CC1)CC(c1cccnc1)=NO2,88.0%[activator]
CN(Cc1ccccc1F)S(=O)(=O)c1cccc2nsnc12,-3.1%
Cc1cc(C)c(C(=O)C(C)OC(=O)c2ccc(CO)cc2)cc1C (stereo not given),u
CC1Cc2ccccc2N1C(=O)Cn1c(=O)c2c(ncn2C2CCCC2)n(Cc2ccccc2)c1=O (stereo not given),8.8%
CCOc1ccc(/C=C/C(=O)c2cccc(O)c2)cc1,u
Cc1ccc(CNC(=O)CSc2nc3ccccc3o2)cc1,-27.3%
CCN(CC)S(=O)(=O)NCc1ccnc(Oc2ccc(OC)cc2)c1,3.5%
COCC1CN(C(=O)CCc2cccc(OC)c2)CC12CCNCC2 (stereo not given),u
COc1ccc(CCNc2ncnc3c2CN(c2ccccc2C)C(=O)CN3C)cc1,2.0%
Cc1ccc2c(CN3C(=O)c4ccccc4S3(=O)=O)cc(=O)oc2c1C,-15.8%
Cn1cnc(S(=O)(=O)N2CCC3(CC2)N(Cc2cccc(F)c2)C(=O)CS3=O)c1 (stereo not given),0.2%
O=C(Nc1cccc(C(F)(F)F)c1)C1=CCN(Cc2ccccc2F)CC1,u
CCOc1ccc(C(=O)Nc2cccc3cccnc23)cc1Cl,-8.9%

Other compounds follow.
structure,12-LOX inh
C=CCC1(CO)CCCN(CC(=O)NCCc2ccc(Cl)cc2)C1 (stereo not given),-1.4%
Cc1cccnc1C(=O)N1C[C@@H](CO)[C@H](c2nc(C3CC3)no2)C1,31.8%[activator]
CCc1cc(=O)oc2cc(C)cc(OCC(=O)O)c12,u
Cc1nc(NCc2ccc(S(=O)(=O)N(C)C)cc2)cc(C2CC(O)C2)n1 (stereo not given),41.9%[activator]
CCNC(=O)[C@@H]1C[C@H](N)CN1C(=O)Cc1ccc(OC)cc1OC,36.7%
CN(CC(=O)NC(=O)Nc1ccccc1F)Cc1cccc(C#N)c1,-56.0%
COc1ccc(CN2CC(Oc3ccc(F)cc3F)C2)cc1,1.0%[12.5 µM]
Cc1c(-c2cn(C)c(=O)n3cc(COc4ccccc4)nc23)cnn1C,1.7%[176 µM]
COC(=O)c1ccc(N)c2c(N)ccc(C(=O)OC)c12,-15.1%
O=C(c1cc2cn(C3CC3)cc2s1)N1CCc2ccccc2C1,u
Cc1ccc(C)c(-c2nc(NC(=O)c3cc(C)on3)sc2C)c1,22.9%
S=C(NCc1cccnc1)Nc1ccc(Br)cc1Cl,u
COc1cc(Cl)c(/C=C(/C#N)c2ccc(Cl)cc2)cc1OC,-40.7%
Oc1ccc(-c2nc(C3CC3)nc3c2CCN(Cc2ccccn2)CC3)cc1,32.9%
COCCN1C(=O)Cc2ccccc2C1C(=O)NCc1ccccc1 (stereo not given),28.4%
CCC(=O)N(C1CCOCC1)C1CCN(S(=O)(=O)c2ccc3c(c2)CCCC3)CC1,35.7%[activator]
CC(=O)N1Cc2ccccc2CC2(CCCCN2C)C1 (stereo not given),1.3%[12.5 µM]
Cc1ccc(N(Cc2cc3ccc(C)cc3[nH]c2=O)S(C)(=O)=O)cc1,4.4%
CCc1ccccc1-n1nc(-c2c(C)nc3scc(CC(=O)NCc4ccco4)n3c2=O)cc1C,u
COC(=O)[C@]12C[C@H](CC(=O)N3CCCCC3)C(=O)N(Cc3ccccc3)C1=C[C@H](C(C)(C)C)O[C@@H]2C,u
Cc1cc(C(=O)N2CCCC(C(=O)Nc3cccc(-c4cc5ccccc5[nH]4)c3)C2)nn1C (stereo not given),9.6%
CC(c1cc2ccccc2o1)N(C)S(=O)(=O)c1cccs1 (stereo not given),16.9%
CCOc1ccc2oc(=O)cc(CN3CCN(CC(=O)Nc4ccc(C)c(F)c4)CC3)c2c1,2.9%
O=C(O)COCC(=O)N[C@H]1CCN2C(=O)c3ccc(Cl)cc3NC(=O)[C@H]12,-22.1%[176 µM]
N#C/C(=C\c1cccc([N+](=O)[O-])c1)c1ccc([N+](=O)[O-])cc1,-8.2%
CC(C)(C)c1cc(CCC(N)=O)cc(C(C)(C)C)c1O,u
CNC(=O)C1(NC(=O)CNC(=O)CC(C)(C)C)CCCCC1,-6.1%
CCc1ccc(OCc2nnc(SCc3ccc(C(C)(C)C)cc3)n2CC(C)C)cc1,5.6%
COCC(NC(=O)c1cc(S(N)(=O)=O)ccc1F)c1ccnn1C (stereo not given),43.0%
COCCCNC(=O)N1CCCCCCN(C)C(=O)[C@@H]2CCC[C@@H]21,15.7%

Gathered by group, the entries above containing a COOH group
structure,12-LOX inh
O=C(O)c1c(F)c(F)c(F)c(F)c1-c1ccccc1,-20.8%
CCc1cc(=O)oc2cc(C)cc(OCC(=O)O)c12,u
O=C(O)COCC(=O)N[C@H]1CCN2C(=O)c3ccc(Cl)cc3NC(=O)[C@H]12,-22.1%[176 µM]

Next section:
structure,12-LOX inh
Clc1ccccc1Oc1ccc2nnc(-c3ccccc3)n2n1,u
COCCN1C(=O)c2ccccc2C(C(=O)Nc2nc(C)c(C)s2)C12CCCCC2 (stereo not given),35.7%
COC(=O)[C@]1(CC(C)C)NC=C(C(=O)c2ccccc2)[C@@H]1c1cccs1,u
Cn1cnc(S(=O)(=O)N2CCCCCCNC(=O)[C@@H]3CCC[C@@H]32)c1,20.7%
COc1ccc(C(=O)N2CCCCCNC(=O)[C@@H]3CCC[C@@H]32)cc1,46.2%[activator]
Cc1nccnc1N1C[C@H](NC(=O)CN2CC(=O)NC2=O)[C@@H](C2CC2)C1,20.7%
O=C(NC(=S)Nc1ccccc1N1CCCC1)c1ccccc1Br,u
Cc1cccc(C(=O)N2CCCCCCNC(=O)CC2)c1,14.1%
CC(C)CC(NC(=O)C1CCCCC1)C(=O)O (stereo not given),3.7%
CCc1nc2ccccc2c(NC(=O)CN2CCN(c3ccccc3)CC2)c1C,u
CC(C)(C)c1ccc(C(=O)N/N=C/CCc2ccccc2)cc1,10.7%
COc1ccc(CNC(=O)CN2C(=O)C(c3ccccc3)=NC2(C)C)cc1OC,51.7%[activator]
CC(C)CN(CC1CN(C(=O)c2ccccc2)CCO1)C(=O)c1cccc2ccccc12 (stereo not given),13.6%
CCC(CO)Nc1nc2c(c(=O)n(C)c(=O)n2C)n1Cc1c(F)cccc1Cl (stereo not given),-5.0%
Cc1cccc(NC(=O)Cn2c(-c3cccc(Cl)c3)nc(C)c(CCO)c2=O)c1C,25.3%
CCOc1ccc(C(C)=O)cc1COc1ccccc1C#N,-6.0%
CCOc1ccc(CN2C[C@@H](NC(=O)COC)C[C@H]2CO)cc1,22.1%
Cc1ccc2nc(-c3ccc(F)cc3)c(Cc3ccsc3)n2c1,u
CCn1c(Cn2ccnc2C)nnc1C1CCN(C(=O)C2(N)CC2)CC1,24.5%
COc1cc(F)ccc1C1=NN(C(C)=O)C(c2ccc3nccnc3c2)C1 (stereo not given),-15.4%
N#C[C@@H](c1ccccc1)C1CCN(C(=O)c2ccco2)CC1,11.2%
COC(=O)c1ccc(CNC(=O)c2ccc3c(c2)CCCC3)cc1,-13.7%
Cc1ccccc1OCC(O)Cn1c(NCCN(C)C)nc2c1c(=O)n(C)c(=O)n2C (stereo not given),10.1%
O=C(O)CC(c1cccnc1)c1c[nH]c2ccccc12 (stereo not given),u
CC(C)CN1CCN(C2CCOC3(CCN(C(=O)C4CCCC4)CC3)C2)CC1 (stereo not given),25.6%
CCn1c(SCCCn2c(=O)c3c(ncn3C)n(C)c2=O)nc2ccccc21,0.6%
COc1cc2cc(C(=O)N[C@@H](C)C(=O)Nc3nccs3)n(C)c2c(OC)c1OC,0.5%

2 entries from above, as labelled records:
> CC(C)CN(CC1CN(C(=O)c2ccccc2)CCO1)C(=O)c1cccc2ccccc12 (stereo not given)
  12-LOX inh: 13.6%
> O=C(NC(=S)Nc1ccccc1N1CCCC1)c1ccccc1Br
  12-LOX inh: u

High-throughput results: PubChem, National Center for Advancing Translational Sciences (NCATS)
